Screening data: PubChem BioAssay, National Center for Advancing Translational Sciences (NCATS)
KDM5B inh – KDM5B demethylase inhibition; KDM5B demethylase, FDH-coupled NADH fluorescence (FDH is formaldehyde dehydrogenase); Potency, µM (series often up to 57.7 µM), without a hit: at the top dose activity change, negative = inhibition, hits mostly inhibitors; 220,000 tested, 2.6% active; AID 1347165; active = well fitted inhibition curve with a large enough effect; inconclusive = small, poorly fitted or top-dose-only effect; inactive = no such curve, though single readings can be large or run the other way; also: 0% is about no effect; nearly all actives have a fitted effect of over 70% in size
Target sequence (Q9UGL1 whole entry, looked up): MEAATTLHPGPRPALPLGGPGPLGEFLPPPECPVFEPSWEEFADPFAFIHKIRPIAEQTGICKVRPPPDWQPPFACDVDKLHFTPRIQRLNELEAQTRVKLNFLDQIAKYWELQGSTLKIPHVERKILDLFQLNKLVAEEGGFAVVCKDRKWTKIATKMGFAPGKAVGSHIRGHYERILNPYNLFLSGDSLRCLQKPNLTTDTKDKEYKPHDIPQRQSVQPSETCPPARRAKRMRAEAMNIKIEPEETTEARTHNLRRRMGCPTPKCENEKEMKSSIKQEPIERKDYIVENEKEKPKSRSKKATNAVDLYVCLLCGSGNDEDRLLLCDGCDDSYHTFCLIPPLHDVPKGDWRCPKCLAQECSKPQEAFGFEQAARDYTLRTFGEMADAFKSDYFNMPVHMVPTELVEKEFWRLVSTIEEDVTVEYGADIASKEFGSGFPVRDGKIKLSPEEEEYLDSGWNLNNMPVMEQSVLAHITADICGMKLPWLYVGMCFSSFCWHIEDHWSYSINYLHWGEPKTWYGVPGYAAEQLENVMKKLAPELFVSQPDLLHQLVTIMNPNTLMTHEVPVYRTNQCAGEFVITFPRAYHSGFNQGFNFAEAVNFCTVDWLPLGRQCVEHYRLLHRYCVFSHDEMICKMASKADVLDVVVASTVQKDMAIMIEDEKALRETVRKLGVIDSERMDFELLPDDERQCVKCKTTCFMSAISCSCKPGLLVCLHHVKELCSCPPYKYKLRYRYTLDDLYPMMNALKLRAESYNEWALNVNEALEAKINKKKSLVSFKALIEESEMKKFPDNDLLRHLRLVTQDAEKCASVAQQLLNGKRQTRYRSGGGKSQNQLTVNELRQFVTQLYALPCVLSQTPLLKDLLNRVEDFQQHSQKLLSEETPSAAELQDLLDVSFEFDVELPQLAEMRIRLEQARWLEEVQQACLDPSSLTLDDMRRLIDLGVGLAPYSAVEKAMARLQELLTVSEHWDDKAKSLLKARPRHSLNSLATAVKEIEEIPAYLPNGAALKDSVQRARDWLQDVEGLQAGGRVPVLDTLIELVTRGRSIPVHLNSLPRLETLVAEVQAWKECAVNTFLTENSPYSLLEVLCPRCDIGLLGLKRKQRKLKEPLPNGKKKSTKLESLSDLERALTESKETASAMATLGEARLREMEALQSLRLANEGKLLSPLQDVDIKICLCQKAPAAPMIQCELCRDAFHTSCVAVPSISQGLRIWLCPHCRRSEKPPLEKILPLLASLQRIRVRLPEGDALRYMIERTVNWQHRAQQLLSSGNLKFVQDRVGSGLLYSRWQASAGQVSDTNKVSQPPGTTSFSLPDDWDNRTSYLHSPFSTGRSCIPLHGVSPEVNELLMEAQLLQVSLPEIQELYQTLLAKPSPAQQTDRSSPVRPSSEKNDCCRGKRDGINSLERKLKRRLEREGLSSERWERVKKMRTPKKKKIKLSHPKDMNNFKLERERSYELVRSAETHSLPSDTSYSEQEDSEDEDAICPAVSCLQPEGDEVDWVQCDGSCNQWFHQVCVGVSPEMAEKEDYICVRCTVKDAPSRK
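Inhibition is measured as reduced NADH fluorescence generation from FDH coupling to formaldehyde release. Truncated KDM5BΔAP at 200 nM final acts on H3K4me3 peptide (12.5 µM in substrate mix) in pH 7.5 HEPES buffer with Tween-20, 30 min, room temperature.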
* = called active by the depositor; ? = inconclusive; [ ] = remark or other dose. Potency is read from the fitted curve at half-maximal effect.

SMILES | KDM5B inh
Cc1ccc([S+](=O)([O-])N2CCC(N3CCCCCC3=O)CC2)cc1 | 0%
CCCS(=O)(=O)NCc1nnnn1-c1ccccc1 | 14%
Cc1cnc(C2CCN(S(=O)(=O)c3cn(C)cn3)C2)n1C(C)C (stereo unspecified) | 26%
CC(CCc1ccccc1)NC(=O)c1ccc2c(c1)N(Cc1ccccc1)C(=O)CS2=O (stereo unspecified) | 18%
COc1ccc(CN2CCCCCNC(=O)CC2c2ccccc2)cc1Cc1c(C)noc1C (stereo unspecified) | -26%
O=C(C1CCCC1)N1CC2(CCCN(Cc3cccnc3)C2)Cc2ccccc21 (stereo unspecified) | 7%[115 µM]
CN(Cc1ccccc1)C(=O)c1cc(-c2ccccn2)nc2ccccc12 | 16%
CC1(C)C2CC=C(/C=N/NC(=S)Nc3ccc(SC(F)F)cc3)C1C2 (stereo unspecified) | -16%
COc1ccc(OCC2(C)COc3ccc(C(=O)Nc4cccnc4)cc3N2)cc1 (stereo unspecified) | 32µM*
CCOC(=O)Cc1ccc(NC(=O)N2CCC(CN3CCCCCC3)CC2)cc1 | ?
CN1CCC2(Cc3ccccc3CN(C(=O)CCN)C2)C1 (stereo unspecified) | ?
CC(C)Nc1ncnc2c1CN(C1CCCNC1)C(=O)CN2C (stereo unspecified) | 63µM*
Cc1ncsc1C1N(C2CCN(C(=O)C3CC3)CC2)C(=O)C12CCCC2 (stereo unspecified) | -11%
C/C=C/Oc1ccc(C(=O)/C(=C\c2ccncc2)c2nc3ccccc3o2)cc1 | ?
CC(C)NC(=O)c1ccc(Cn2cnc3ccccc3c2=O)cc1 | 12%
Cc1ccc(C(=O)NCc2nnc3cc(-c4nc(C5CC5)no4)ccn23)cc1F | ?
O=C(c1nc2sccn2c1Br)N1CCOCC1 | -11%[86.2 µM]
O=C(Nc1ccc2oc(-c3ccc(Cl)cc3)nc2c1)c1ccc2ccccc2c1 | 12%[11.5 µM]
CCCn1c(SCC(=O)Nc2ccc(F)cc2)nc(O)cc1=O | -14%
CNC(=O)C1CCCN(Cc2nc(-c3cccc(Oc4ccccc4)c3)oc2C)C1 (stereo unspecified) | -5%
Cc1ccccc1-c1ccnc2[nH]n(-c3ccccc3)c(=O)c12 | -24%
CCOc1ccc(S(=O)(=O)NCC(=O)O)cc1 | -11%
CN1CCN(c2nc3ccccc3nc2C(C#N)C(=O)NCc2ccccc2)CC1 (stereo unspecified) | 1%
CCNC(=O)c1cccnc1OC1CCN(C(=O)C2CCC2)C1 (stereo unspecified) | 25%
O=C(COC(=O)/C=C/c1cccc(F)c1)NC(=O)NCc1ccccc1 | 18%
Cc1cnc(C2CCN(S(=O)(=O)c3ccc4c(c3)CCC4)C2)n1C(C)C (stereo unspecified) | 1%
COC(=O)[C@@H]1C[C@H](NC(=O)c2c(Cl)cccc2Cl)CN1C | -6%
Cc1ccc(Cn2nnc3c(=O)n(Cc4nc(-c5cccc(C(F)(F)F)c5)no4)cnc32)cc1 | 9%
O=C(NC1CCN(c2nc3ncccc3o2)CC1)c1ccccc1F | ?
CCOc1ccccc1Cn1c(SCC(=O)NC(C)(C)C)nc2c(sc3ncccc32)c1=O | 22%
CCOc1ccc(C(=O)NCCn2cc(SCC(=O)NCCc3ccc(OC)c(OC)c3)c3ccccc32)cc1 | -21%
CNC(=O)C(C)SCc1ccc(Br)cc1 (stereo unspecified) | 21%
Cc1cccc(CNC(=O)CCCNC(=O)C(C)(C)C)c1 | 29%
CCCCN(CCCC)S(=O)(=O)c1[nH]ncc1C(=O)OCC | 0%
Cc1noc(C)c1-c1cc2c(c(-c3ccccc3F)c1)C(=O)N(C)C2 | -11%[86.2 µM]
CCOC(=O)C1=NNC2(c3ccc(C)cc3)C(=O)N(c3ccccc3)C(=O)C12 (stereo unspecified) | 4%
CC(C)(C)c1nnc([C@H]2CCN(Cc3ccco3)C2)o1 | ?
CC(CN1CCOCC1)OC(=O)c1cccc(F)c1 (stereo unspecified) | -7%
Cc1cccc(-n2nc(-c3c(C)nc4scc(CC(=O)NCc5ccco5)n4c3=O)cc2C)c1C | 32µM*
CC(C)NC(=O)N[C@H]1C[C@@H](c2nc(-c3ccncc3)no2)N(C)C1 | -15%[86.2 µM]
COc1ccc(S(=O)(=O)N(C)CC(=O)NCCCN2CCOCC2)cc1Cl | 38%
O=[N+]([O-])c1ccc(Oc2cccc(C(F)(F)F)c2)c2ccncc12 | 5%
COc1ccc(C2CC(=O)c3cc(-c4nc(-c5cccc([N+](=O)[O-])c5)cs4)c(=O)n(-c4ccc(F)cc4)c3C2)cc1 (stereo unspecified) | -9%
O=C(NC1CCCC1)N[C@@H]1C[C@H](Cn2cc(C3CC3)nn2)[C@@H](O)[C@H]1O | ?
Cn1c2ccccc2c2nnc(SCc3ccc(F)cc3Cl)nc21 | 19%
CN1Cc2ncnc(NCCc3ccccc3F)c2CN(c2ccccc2)C1=O | -11%
CCCn1c(C)cnc1CC1CCN(C(=O)c2ccc(OC)cc2OC)CC1 | -8%
CC(C)CN(CC(C)C)C(=O)CCS(=O)(=O)c1cc2c(cc1Cl)NC(=O)CO2 | 12%
O=C(Nc1ccc(Cl)cc1F)N1CCc2nc3cc[nH]n3c(=O)c2C1 | 32µM*
Cc1ccc(-c2nc(CCNC(=O)Nc3cc(F)c(N(C)C)c(F)c3)co2)cc1 | 5%
COCCOC(=O)c1c(NC(=O)CN2CCc3ccccc32)sc(C(N)=O)c1C | -8%
CC1(C)CC(NC(=O)C2CCN(S(=O)(=O)c3ccc(C#N)cc3)CC2)CC(C)(C)N1 | 8%
Cn1cc(CN2CCCN(C(=O)c3ccco3)CC2)c(-c2ccc(C3CCCCC3)cc2)n1 | -33%
CNC(=O)[C@@H]1C[C@@H](O)CN1C1CCN(C(=O)c2cc3ccccc3[nH]2)CC1 | -10%
Cc1ccc(NC(=O)c2cnc(-c3ccccc3)nc2-c2ccncc2)cc1C | -20%
CC(=O)NC12CC3CC(CC(C3)C1)C2 | -3%
Cc1ccc(C(=O)NCCN2CCc3ccccc3C2)cc1F | -22%
O=C(c1ccccc1OC(F)(F)F)N1CCC2(CC1)CC(O)CCO2 (stereo unspecified) | -4%
O=C1CC(/C=C/c2ccccc2)Cc2nc(N3CCCC3)ncc21 (stereo unspecified) | -3%
CC(NC(=O)CSc1nnc(COc2ccccc2Cl)n1C)c1cccc2ccccc12 (stereo unspecified) | 10%
Further compounds.
SMILES | KDM5B inh
COc1cccc2ccn(CC(=O)NCc3ccccc3)c12 | -7%
CNC(=O)C(C)Sc1nc(-c2ccccc2)c(-c2ccccc2)o1 (stereo unspecified) | 16%
N#Cc1ccc(CN2CCC3(CN[S+](=O)([O-])c4cnccc4O3)C2)cc1 (stereo unspecified) | 11%[115 µM]
COc1ccc(NC(=O)CSc2n[nH]c(CNc3cccc(C)c3)n2)cc1 | 1%
COCCn1c(C)cnc1CCNS(=O)(=O)c1cccnc1 | ?
Cc1ccc(CN2CCN(c3nc4c(c(=O)[nH]c(=O)n4C)n3C/C=C/c3ccccc3)CC2)cc1 | -11%
CCOc1ccc(NC(=O)C(C)Sc2ncnc3nc[nH]c23)cc1 (stereo unspecified) | 16%
Cc1cccc(OC(=O)c2cc(-c3ccc4c(c3)OCCO4)on2)c1C | ?
O=C(CCC1N=C2c3ccccc3N=C(SCc3ccccc3F)N2C1=O)NC1CCCCC1 (stereo unspecified) | ?
CC(C)Sc1oc(-c2ccco2)nc1S(=O)(=O)c1ccc(F)cc1 | ?
Cc1ccc(CN2CCN(C(=O)C3Cn4cccc4C(=O)N3CC(C)C)CC2)cc1 (stereo unspecified) | -6%
Cc1cc(C)c(C)c(S(=O)(=O)N2CCN(C(=O)CCc3ncc(-c4ccc(F)cc4)o3)CC2)c1C | 21%
Cc1noc(-c2cn(C3CCN(C(=O)c4ccc[nH]4)C3)nn2)n1 (stereo unspecified) | -17%
COc1ccc(-c2nnc3sc(-c4cc(C(C)(C)C)nn4C)nn23)cc1OC | 23%
CCN1c2ccccc2-c2nc(SCC(=O)Nc3c(C)cc(C)cc3C)ncc2S1(=O)=O | ?
O=C(NCC1CCCO1)C1CCN(C2CCN(C(=O)CCC3CCCCC3)CC2)CC1 (stereo unspecified) | ?
O=C([C@H]1C[C@H](Oc2ccccc2)CN1C(=O)Cc1ccccc1F)N1CCOCC1 | -4%
NC(=O)c1ccc(-c2ccccc2F)cc1 | 20%
Cc1cc(C)c(NC(=O)c2cc(=O)c3ccccc3o2)c(Cl)c1 | 14%
CN(C)C[C@H]1C[C@@H](CO)CN(C(=O)COc2ccc(F)c(Cl)c2)C1 | 43%[activator]
O=C(NC1CCCCC1)c1ccc(N2CC3CC(C2)[C@H]2CCCC(=O)N2C3)nc1 (stereo partly specified) | -13%
CC(=O)Nc1ccc(SCC(=O)c2cc(C)ccc2C)cc1 | -8%
O=C(c1cn(-c2ccccc2Br)nn1)N1CCc2ccccc2C1 | 5%
COC(=O)[C@H](CC(C)C)N(Cc1cn(Cc2ccc(C)cc2)nn1)S(=O)(=O)c1ccc(F)cc1Br | -21%
O=C(COC(=O)C1CCC(N2C(=O)C3C4CCC(C4)C3C2=O)CC1)c1ccc(F)cc1 (stereo unspecified) | 11%
COc1cccc(C(=O)N2CCCC(Cc3nc(C4CCOCC4)no3)C2)c1 (stereo unspecified) | -11%
CC1=C(C(=O)Nc2ccccc2)C(c2ccc(F)cc2)N2C(CC(=O)NCC(C)C)=CSC2=N1 (stereo unspecified) | -25%
COc1cccc(CN2C(=O)OC3(CCN(C(=O)C(C)C)CC3)C2(C)c2cccnc2)c1 (stereo unspecified) | 3%[86.2 µM]
Cc1ccc(CSc2nc3cccnc3n2Cc2ccc(C(=O)NC3CCCCC3)cc2)cc1 | ?
CCN(CC)Cc1ccc(CNC(=O)c2occc2C)cc1 | -13%
CCOC(=O)c1ccc(Oc2coc3cc(O)ccc3c2=O)cc1 | ?
COc1ccc(C(=O)NC[C@H]2O[C@@H](CC(=O)N(C)Cc3ccccc3)[C@H](O)[C@@H]2O)cc1 | -5%[86.2 µM]
CC(OC(=O)Cn1[nH]c(=O)c2ccccc2c1=O)C(=O)Nc1ccc(F)cc1 (stereo unspecified) | -4%
Cc1cc2oc(C(=O)Nc3sc4c(c3C(=O)NCc3ccccc3)CCCC4)cc(=O)c2cc1C | 0%
CN(C)C(=O)C1CN(C(=O)Nc2ccccc2Cl)CC12CCOCC2 (stereo unspecified) | 13%
CCn1nc(CC(C)C)cc1C(=O)N1CCC2(CC1)CNC(=O)O2 | -14%
CCC(=O)NC1CCN(c2cnn(C)c(=O)c2)CC1 | -6%
CC(=O)c1ccc(N2CCN(C(=O)CCNC(=O)Cn3ccc4ccccc4c3=O)CC2)cc1 | -5%
Cc1ccccc1-n1c(SCC(=O)NC(C)c2cc3ccccc3o2)nnc1N1CCOCC1 (stereo unspecified) | -7%
Cc1ccc(C(=O)Nc2sc3c(c2C(=O)O)CCC(C)C3)o1 (stereo unspecified) | -13%
O=C([C@@H]1C[C@H](F)CN1C(=O)c1ccccc1F)N1CCCCC1 | 18%
Cc1cccc(NC(=O)CSc2nccn2Cc2ccccc2Cl)c1C | 11%
COc1cccc(/C=C/C(=O)c2cc(C)ccc2C)c1OC | 2%
COc1ccc(CNC(=O)NCc2cccc(OC)c2)cc1 | 6%
O=C1CCN(C(=O)CCC2CCCC2)CCCC(c2nc(-c3cccnc3)no2)CCN1 (stereo unspecified) | -15%
COc1ccc(CCNC(=O)c2ccc3c(c2)N(Cc2ccc(Cl)cc2)CCS3)c(OC)c1 | ?
CC1=C[C@@H](CNC(=O)Cn2cnnn2)[C@H](C(C)C)C[C@H]1Cc1nc2ccccc2[nH]1 | -18%[86.2 µM]
CNC(=O)c1cccc(-c2cnc(Nc3cccc(F)c3)c3c2CCO3)c1 | 32µM*

15 structures from above, ordered by SMILES length, smallest number first:
SMILES | KDM5B inh
CNC(=O)C(C)SCc1ccc(Br)cc1 (stereo unspecified) | 21%
CCOc1ccc(S(=O)(=O)NCC(=O)O)cc1 | -11%
CCC(=O)NC1CCN(c2cnn(C)c(=O)c2)CC1 | -6%
COc1cccc(/C=C/C(=O)c2cc(C)ccc2C)c1OC | 2%
O=C(NC1CCN(c2nc3ncccc3o2)CC1)c1ccccc1F | ?
CNC(=O)C(C)Sc1nc(-c2ccccc2)c(-c2ccccc2)o1 (stereo unspecified) | 16%
CCCn1c(C)cnc1CC1CCN(C(=O)c2ccc(OC)cc2OC)CC1 | -8%
Cc1ccc([S+](=O)([O-])N2CCC(N3CCCCCC3=O)CC2)cc1 | 0%
COc1ccc(-c2nnc3sc(-c4cc(C(C)(C)C)nn4C)nn23)cc1OC | 23%
Cc1ccc(CN2CCN(C(=O)C3Cn4cccc4C(=O)N3CC(C)C)CC2)cc1 (stereo unspecified) | -6%
CN(C)C[C@H]1C[C@@H](CO)CN(C(=O)COc2ccc(F)c(Cl)c2)C1 | 43%[activator]
Cn1cc(CN2CCCN(C(=O)c3ccco3)CC2)c(-c2ccc(C3CCCCC3)cc2)n1 | -33%
Cc1cc2oc(C(=O)Nc3sc4c(c3C(=O)NCc3ccccc3)CCCC4)cc(=O)c2cc1C | 0%
Cc1cccc(-n2nc(-c3c(C)nc4scc(CC(=O)NCc5ccco5)n4c3=O)cc2C)c1C | 32µM*
CCOc1ccc(C(=O)NCCn2cc(SCC(=O)NCCc3ccc(OC)c(OC)c3)c3ccccc32)cc1 | -21%

Continuation.
SMILES | KDM5B inh
COc1ccc(OC)c(NC(=O)c2noc3c2CCCC3)c1 | -24%
COc1ccc(CN2C(=O)COC[C@@H]2[C@H](O)c2ccc(NC(=O)c3ccc(C(C)(C)C)cc3)cc2)cc1 | ?
C=CCn1c(SCCc2ccccc2)nc2c1c(=O)n(C)c(=O)n2C | 1%
COc1ccccc1-c1nnc2n1C(C(=O)N1CCN(c3ncccn3)CC1)CC2 (stereo unspecified) | ?
O=c1oc2ccc3ccccc3c2cc1-c1nnc(Nc2ccccc2)s1 | -17%

Some of the compounds tested; the hit share may differ from the screen's.
